Screening results from PubChem.
RTF Ca sens inh: cardiac RTF calcium desensitization; P19429+P45379; IANBD-labeled cardiac RTF, Ca2+ fluorescence; inhibition, % at 7.15 µM; 0.12% of 340,000 active; AID 493244;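 active = inhibition above the mean inhibition of all tested compounds plus 3 SD, cut at about 17% in these data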;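 note: assay run at fixed EC70 calcium of 1.6 mM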
Arr AP2 block: inhibitors of human beta-arrestin and AP2 interaction; FITC-arrestin peptide / GST-AP2 beads, flow cytometry; AP2 beta2 appendage carries R879A mutation; inhibition, % at 10 µM; 0.31% of 340,000 active; AID 504490;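 active = inhibition above a set limit, near 3 SD of compounds lacking own fluorescence, cut at about 54% in these data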;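 note: plate controls were DMSO wells for no effect and 5 µM unlabelled arrestin peptide for full effect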
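Measured by: flow cytometry, FL1 (488/535 nm); Material: AP2 appendage R879A on GSH beads; Evaluation: percent response; Timing: pre-incubation 12 min, peptide binding 1 h, room temperature; Also added: 50 nM FITC-arrestin peptide; Medium: PBS with 0.05% Tween 20 and 0.1% BSA.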
Pemphigus Ab inh: human desmoglein-3 autoantibody binding inhibition. P32926. DSG3-coupled beads, scFv-anti-DSG3-GFP binding, flow cytometry; hits give low values. binding (percent of control), % at 10 µM. 0.48% of 310,000 active. AID 588358;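 active = binding more than 3 SD below its plate's average and above zero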;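 note: hits lower antibody fragment binding to DSG3; some compounds called inactive have numbers as strong as hits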
CAL PDZ FP-1: blocks peptide binding to human CAL PDZ domain; 0.02% of 330,000 active; Q9HD26; inhibition, % at 20 µM; purified CAL PDZ, TMR-peptide fluorescence polarization, 1 h; AID 504414;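 active = highest replicate inhibition of at least 40%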;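 note: plate controls were DMSO neutral control wells for no effect and unlabeled competitor peptide control wells for full effect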
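Material: tagged CAL PDZ protein CerCALP, purified; buffer or medium: sodium phosphate/NaCl buffer pH 7.4 with TCEP, IgG, Thesit; also added: fluorescent TMR peptide probe; schedule: 1 h incubation at room temperature before polarization reading; technique: fluorescence polarization from S- and P-plane intensities, G-factor corrected; control set: unlabelled peptide and DMSO controls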
NSD2 inh: NSD2 (human) methyltransferase inhibition; NSD2 peptide methylation, AlphaScreen, 120 min; inhibition, % at 12.5 µM; 0.54% of 310,000 active; AID 743445; in the data active = inhibition above about 50%
Target sequence (O96028 whole entry, looked up): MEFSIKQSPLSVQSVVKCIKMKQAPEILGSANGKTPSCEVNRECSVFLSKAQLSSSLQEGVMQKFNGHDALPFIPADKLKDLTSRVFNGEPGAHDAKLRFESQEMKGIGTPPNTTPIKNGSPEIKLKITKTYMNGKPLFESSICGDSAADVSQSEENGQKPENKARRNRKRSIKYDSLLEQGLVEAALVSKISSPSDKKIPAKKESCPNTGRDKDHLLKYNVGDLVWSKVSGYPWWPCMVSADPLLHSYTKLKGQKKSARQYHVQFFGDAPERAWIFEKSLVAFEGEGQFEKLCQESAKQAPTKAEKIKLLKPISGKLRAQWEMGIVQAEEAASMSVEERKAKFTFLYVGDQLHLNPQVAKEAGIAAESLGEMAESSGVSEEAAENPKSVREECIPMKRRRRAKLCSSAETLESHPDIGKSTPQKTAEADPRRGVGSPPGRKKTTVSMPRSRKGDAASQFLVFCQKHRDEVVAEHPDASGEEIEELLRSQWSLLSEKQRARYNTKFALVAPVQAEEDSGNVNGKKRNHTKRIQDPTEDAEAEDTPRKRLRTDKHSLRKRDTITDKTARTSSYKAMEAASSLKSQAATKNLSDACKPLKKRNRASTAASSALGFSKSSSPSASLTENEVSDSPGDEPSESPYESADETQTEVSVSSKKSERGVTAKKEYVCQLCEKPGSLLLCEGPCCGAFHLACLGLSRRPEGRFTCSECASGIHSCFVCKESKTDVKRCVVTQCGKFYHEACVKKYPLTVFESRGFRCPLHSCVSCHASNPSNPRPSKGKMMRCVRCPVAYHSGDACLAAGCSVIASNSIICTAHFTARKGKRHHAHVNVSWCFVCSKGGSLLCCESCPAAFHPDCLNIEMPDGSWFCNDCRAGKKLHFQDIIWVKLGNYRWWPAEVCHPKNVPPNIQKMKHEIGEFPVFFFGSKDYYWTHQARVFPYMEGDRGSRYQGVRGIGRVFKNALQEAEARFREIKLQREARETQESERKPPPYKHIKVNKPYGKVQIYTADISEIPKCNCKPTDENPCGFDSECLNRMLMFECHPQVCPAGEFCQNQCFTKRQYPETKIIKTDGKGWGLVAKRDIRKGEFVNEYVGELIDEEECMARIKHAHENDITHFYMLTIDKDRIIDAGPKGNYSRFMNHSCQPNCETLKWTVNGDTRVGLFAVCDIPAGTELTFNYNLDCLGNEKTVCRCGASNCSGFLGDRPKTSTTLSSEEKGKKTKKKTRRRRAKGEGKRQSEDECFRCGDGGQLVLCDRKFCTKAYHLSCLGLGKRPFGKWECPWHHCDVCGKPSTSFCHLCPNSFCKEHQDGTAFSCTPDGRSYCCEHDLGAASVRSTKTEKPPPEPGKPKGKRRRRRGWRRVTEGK
V-ATPase pHluor: alters yeast V-ATPase proton transport. S. cerevisiae, pHLuorin cytosolic pH fluorescence. response, % at 10 µM. 0.37% of 350,000 active; in the data active = response mostly above about 7.3%, no sharp cut-off; inactive = mostly below about 5.4%; note: actives read high; inactives centre near 0; some compounds called inactive have numbers as strong as hits
CAL PDZ FP-2: CAL PDZ (human) peptide binding inhibition | Q9HD26 | purified CAL PDZ, TMR-peptide fluorescence polarization, 1 h | inhibition, % at 24.9 µM | 0.92% of 300,000 active | AID 602252;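 active = mean inhibition of at least 30% with at least half of replicates also reaching 30%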;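 note: 0% = DMSO neutral control and 100% = excess unlabeled competitor peptide PRC23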
DAGLB inh: diacylglycerol lipase beta (human) inhibition | HEK293T DAGLB membrane lysate, EnzChek fluorogenic substrate | 0.059% of 340,000 active | inhibition, % at 5.17 µM | Q8NCG7; in the data active = inhibition above about 34%;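 note: 0% = enzyme with vehicle and 100% = wells lacking enzyme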
Keap1 Nrf2 FP: disrupts human Keap1 binding to Nrf2 peptide; Q14145; Keap1 Kelch-Nrf2 peptide fluorescence polarization, 1536-well; inhibition, % at 9.4 µM; 0.15% of 340,000 active; AID 504523; in the data active = inhibition above about 12%;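 note: human Keap1 Kelch domain with fluorescein labeled Nrf2 9mer peptide probe; 0% = neutral control wells and 100% = peptide positive control; higher means more block of Keap1 binding to Nrf2 peptide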
C-LANA FP: inhibitors of KSHV LANA C-terminal domain DNA binding | MBP-C-LANA/FAM-LBS DNA binding, fluorescence polarization | inhibition, % at 9 µM | 0.078% of 340,000 active | AID 504423;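 active = highest replicate inhibition at or above 60% at 9 µM, even if other replicates fall short; inactive = all replicates below 60% inhibition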;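 note: 0% = neutral control wells and 100% = 4 µM acridine orange control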
An asterisk follows results filed as active; nt = not tested or not shown. This is a subset; rates above refer to the full screens.

SMILES	RTF Ca sens inh	Arr AP2 block	Pemphigus Ab inh	CAL PDZ FP-1	NSD2 inh	V-ATPase pHluor	CAL PDZ FP-2	DAGLB inh	Keap1 Nrf2 FP	C-LANA FP
O=C(Nc1ccccc1C(=O)NCc1ccc(Cl)cc1)c1ccco1	3.3	14.7	105.5	-1.4	2.4	2.3	0.5	-2.3	-1.6	2.3
COc1cc2sc(-c3ccccc3OC)c(-c3ccc(OCCN4CCOCC4)cc3)c2cc1OC	-4.7	2.4	100.6	-0.3	nt	0.8	-2.6	0.8	1.2	0.9
O=C(O)CC(CC(=O)Nc1ccc(N2CCOCC2)cc1)c1ccccc1 (stereo not given)	-4.4	-1.4	nt	0.9	-0.8	-1.4	-4.7	-1.8	3.5	-0.2
O=C(CNC(=O)c1ccc(OC(F)F)cc1)NCc1ccccn1	-1.8	2.6	100.5	-2.8	18.6	2.0	1.3	1.8	-1.3	-0.8
O=Nc1c(O)[nH]c2c(F)cccc12	-2.6	2.1	85.2	-0.4	10.4	-2.2	-2.8	-0.6	-5.2	0.5
CCOC(=O)C(NC(=O)c1ccccc1OCC)(Nc1ncccn1)C(F)(F)F (stereo not given)	2.5	12.3	nt	-0.1	-6.8	-8.1	-3.3	-5.3	-5.4	-0.5
C=C(C)CNC(=S)NNC(=O)c1ccncc1	-6.6	-11.3	97.2	-2.7	0.3	-0.8	-1.1	-0.6	2.2	1.1
Cc1ccc(N=Nc2c(N)nn3c(N)c(C#N)c(C)nc23)cc1	2.5	-4.4	94.4	0.0	-2.0	1.9	nt	9.3	1.1	-1.3
COc1ccc(NC(=O)CCCC(=O)c2ccccc2)c(OC)c1	-3.6	10.3	98.1	0.5	-1.9	2.5	-4.3	-0.1	2.4	-3.7
CC(=O)NS(=O)(=O)c1ccc(NC(=S)NC(=O)CC(C)C)cc1	nt	-3.7	105.2	-0.9	-1.2	-0.3	-5.5	nt	0.8	-1.0
CC(C)(CO)NCc1ccc(Br)cc1	-7.5	-4.0	78.6	-1.9	-2.9	-3.0	-1.5	-1.1	1.4	0.5
COc1cccc(C(N)=O)c1	-9.7	8.2	99.5	1.0	nt	11.2*	-1.8	-3.9	-3.0	0.2
O=C1/C(=C/c2cccs2)NC(=S)N1C1CC1	-33.9	20.9	82.0	-1.1	4.0	-4.9	0.8	1.0	2.0	0.9
Cc1cc(C)c(NC(=S)N(C)C)c(C)c1	-0.1	11.1	104.0	-0.8	-0.6	11.0	-2.8	-4.5	-2.9	0.3
COc1ccccc1-c1cc(C(F)(F)F)nc(S(=O)(=O)CCCC(=O)NCc2ccc(F)cc2)n1	-2.9	41.8	132.1	-2.4	-2.6	-1.5	-0.9	-1.3	-5.0	0.4
CNC(=S)NNc1nc(N2CCOCC2)nc(N2CCOCC2)n1	7.6	35.5	98.4	-0.8	-3.0	2.9	-2.2	-3.1	3.3	0.1
Cc1cc(C(=O)NCc2ccc(S(N)(=O)=O)cc2)ccc1[N+](=O)[O-]	-10.3	-6.3	96.0	0.2	0.0	-0.1	-4.1	1.1	1.9	-0.9
Cc1c(CC(=O)O)c(=O)oc2cc3occ(-c4ccccc4)c3cc12	-5.1	11.3	108.3	-2.0	-0.8	-1.9	-8.5	-5.0	1.9	-0.9
CCOC(=O)CCCSc1nc(-c2ccc3c(c2)OCO3)cc(C(F)(F)F)c1C#N	-6.5	2.1	108.6	-2.6	-4.3	-2.4	-3.2	-1.3	1.0	0.2
COc1ccc(OC)c(-c2cc(C(=O)NCc3cccs3)no2)c1	-2.1	7.9	95.2	-3.1	-3.3	-3.9	nt	-11.0	-3.8	0.5
O=C(CSc1nnc2c(n1)[nH]c1ccc(F)cc12)NC1CC1	2.5	-12.5	106.4	-2.4	-3.9	0.4	-1.4	0.6	2.1	0.9
CC(=O)c1ccc(S(=O)(=O)N2CCN(c3nc(-c4cccnc4)nc4ccccc34)CC2)cc1	0.5	-0.2	106.0	-2.7	-1.5	-0.8	-2.7	-2.2	1.4	-1.7
Cc1ccc(NC(=O)COC(=O)CCOc2ccccc2C)cc1	7.9	21.2	99.2	-1.1	1.1	-3.6	nt	-2.7	2.5	-0.2
COC(=O)c1nn(-c2cccc(Cl)c2)ccc1=O	5.7	3.5	99.2	-0.3	-0.1	0.2	nt	2.6	-3.8	-0.5
Brc1ccc(CN2CCSCC2)cc1	2.2	1.3	108.6	-2.5	3.4	-6.0	-2.3	-2.2	-1.3	0.8
CN(C)CCCNC(=S)Nc1ccc(Oc2ccccc2)cc1	7.4	1.9	95.4	0.8	10.2	-2.2	61.1*	1.5	-8.1	-0.2
Cc1ccc(C(=O)N2CC(=O)Nc3ccc(F)cc3C2c2ccc(F)cc2)cc1[N+](=O)[O-] (stereo not given)	12.1	9.7	nt	-1.3	0.8	-3.5	-5.5	2.9	5.4	0.2
Cc1ccc(OCC(=O)NNC(=O)Nc2ccc(Cl)cc2)c(Br)c1	-0.8	-4.0	109.5	0.0	-2.5	-6.6	-1.0	6.6	0.3	-2.1
Cc1noc(C)c1S(=O)(=O)N1CCC(C(=O)N(C)Cc2ccccc2)CC1	5.5	-7.8	105.1	-1.6	-8.3	-1.5	-0.7	-2.6	5.9	0.3
COc1cc(S(=O)(=O)N2CCCN(C)CC2)ccc1NC(C)=O	-9.8	4.3	100.7	-0.4	3.8	-1.7	-4.8	-2.6	-3.5	0.4
O=C(CSc1nc2[nH]ncc2c(=O)[nH]1)NCc1ccccc1Cl	-4.3	-2.7	99.5	-0.4	-8.3	-0.8	0.9	-1.9	-5.0	0.7
Cn1cnnc1-c1cccc(NS(=O)(=O)c2ccc(N3CCCC3=O)cc2)c1	3.0	1.6	121.2	-1.9	-0.6	-1.1	-4.6	1.3	4.5	-1.5
CCOC(=O)C1(Cc2cccc(OC)c2)CCCN(Cc2ccc(NC(C)=O)cc2)C1 (stereo not given)	-1.1	10.7	120.1	-2.8	-0.1	2.3	-3.2	0.5	-5.0	-0.3
CC(=O)Nc1ccc(C(=O)NN2C(=O)NC3(CCCCC3)C2=O)cc1	-8.2	39.5	97.1	-1.0	-4.8	4.2	-1.9	3.1	3.1	0.1
Cc1ccc(S(=O)(=O)N2CCCCC2)cc1NC(=O)CCNC(=O)c1ccc([N+](=O)[O-])cc1	-8.1	-7.3	44.6	-3.0	-0.4	-2.8	3.4	1.8	-1.8	-2.2
COc1ccccc1N1CCN(S(=O)(=O)c2ccc(F)cc2)CC1	-0.7	3.9	92.8	-2.5	8.7	-1.1	nt	-5.1	-4.6	0.3
CC(C)c1ccc(S(=O)(=O)N2CCN(C(=O)CN3C(=O)NC(C)(c4ccccc4)C3=O)CC2)cc1 (stereo not given)	-16.6	-5.3	106.0	-2.3	0.0	-1.8	-1.8	-0.5	-3.7	0.2
CC1(C2CC2)NC(=O)N(CC(=O)Nc2ccc(SC(F)F)cc2)C1=O (stereo not given)	3.2	-15.8	117.9	-0.3	-1.4	-5.6	-5.5	-1.8	2.0	0.7
CN(c1ccc(Cl)cc1)S(=O)(=O)c1nnc(NC(=O)C(C)(C)C)s1	-3.2	4.6	102.9	0.0	-1.0	1.6	-3.6	4.3	-4.1	-21.9
O=C(N/N=C/c1ccccc1)c1sccc1OCc1ccc(F)cc1	4.8	24.8	109.5	-2.8	-1.4	-3.4	-4.5	1.7	-4.3	-1.6

Quoted at random: 4 entries already listed.
SMILES	RTF Ca sens inh	Arr AP2 block	Pemphigus Ab inh	CAL PDZ FP-1	NSD2 inh	V-ATPase pHluor	CAL PDZ FP-2	DAGLB inh	Keap1 Nrf2 FP	C-LANA FP
CC(=O)Nc1ccc(C(=O)NN2C(=O)NC3(CCCCC3)C2=O)cc1	-8.2	39.5	97.1	-1.0	-4.8	4.2	-1.9	3.1	3.1	0.1
CC1(C2CC2)NC(=O)N(CC(=O)Nc2ccc(SC(F)F)cc2)C1=O (stereo not given)	3.2	-15.8	117.9	-0.3	-1.4	-5.6	-5.5	-1.8	2.0	0.7
CC(C)c1ccc(S(=O)(=O)N2CCN(C(=O)CN3C(=O)NC(C)(c4ccccc4)C3=O)CC2)cc1 (stereo not given)	-16.6	-5.3	106.0	-2.3	0.0	-1.8	-1.8	-0.5	-3.7	0.2
Cc1ccc(S(=O)(=O)N2CCCCC2)cc1NC(=O)CCNC(=O)c1ccc([N+](=O)[O-])cc1	-8.1	-7.3	44.6	-3.0	-0.4	-2.8	3.4	1.8	-1.8	-2.2

Carrying on:
SMILES	RTF Ca sens inh	Arr AP2 block	Pemphigus Ab inh	CAL PDZ FP-1	NSD2 inh	V-ATPase pHluor	CAL PDZ FP-2	DAGLB inh	Keap1 Nrf2 FP	C-LANA FP
CC(C)C(NS(=O)(=O)c1ccc2c(c1)Cc1cc(S(=O)(=O)NC(C(=O)O)C(C)C)ccc1-2)C(=O)O (stereo not given)	2.6	7.6	115.7	0.0	0.1	3.3	-1.2	1.1	-2.2	-0.5
Fc1ccc(NC(=S)N2CCc3[nH]c4ccccc4c3C2)cc1	-1.6	11.7	nt	-0.5	-0.9	0.4	0.2	-2.0	1.0	0.6
COc1cc(S(=O)(=O)NC2CCSc3ccccc32)ccc1NC(C)=O (stereo not given)	-4.9	10.7	105.0	-1.0	5.1	3.9	-3.6	-0.2	-2.5	3.0
Cn1c(-c2cccc([N+](=O)[O-])c2)cnc1NCc1ccc(C#N)cc1	-5.3	13.8	98.9	-1.8	5.8	-2.0	1.3	3.4	-0.4	0.1
CCN(CC)CCSc1nc2ccc(OC)cc2[nH]1	-5.6	7.2	87.7	-0.7	31.0	-3.6	3.0	-0.1	2.7	0.6
Cc1ccc(SCC(=O)NC(=O)NCc2ccco2)c(C)c1	-2.5	-6.5	94.9	0.3	0.4	-0.2	5.7	-0.2	-7.0	-0.7
O=C(N/N=C/c1cccs1)c1c[nH]c2ccccc12	1.9	-0.4	101.7	-1.6	-0.6	-1.2	0.4	-1.3	0.3	-2.8
Brc1c(OCCOCCn2cncn2)ccc2ccccc12	-12.4	3.9	nt	-0.9	0.8	0.8	0.4	-5.1	-8.9	-0.2
CCCC(C(=O)NC(C)(C)C)N(C(=O)c1snc(C(N)=O)c1N)c1ccc2c(c1)OCCO2 (stereo not given)	1.6	-24.3	110.7	-2.0	0.9	1.8	3.7	-3.1	-1.6	0.5
CC1CCC(NS(=O)(=O)c2ccc(Cl)s2)CC1 (stereo not given)	-5.4	-6.7	104.2	-1.9	-2.4	2.8	-1.4	-10.0	-0.6	0.6
COc1ccc2[nH]c(C(=O)N3CCc4ccccc4C3)c(C)c2c1	-10.8	8.0	108.0	-2.0	2.4	0.3	-4.5	1.5	-0.2	-0.4
O=c1c2[nH]c3ccccc3c2ncn1CCC1=CCCCC1	-6.0	17.3	nt	-0.8	-1.7	-2.5	-1.1	0.3	-0.3	0.8
CCOC(=O)CNC(=O)N1CCCC(CNS(=O)(=O)c2cccs2)C1 (stereo not given)	5.9	4.3	100.9	-1.0	-4.9	-1.6	-3.0	-1.5	-2.3	0.2
COc1cccc(CN(C)C(=O)c2cccc(NC(=O)CC3SC(N4CCCCC4)=NC3=O)c2)c1OC (stereo not given)	-0.1	-5.6	nt	0.1	5.7	-3.0	7.5	-0.8	-5.3	1.3
